From PubChem
Rv3671c protease: Rv3671c (M. tuberculosis) protease inhibition; P9WHR9; inhibition, % at 5.96 µM; 320,000 compounds, 0.048% hits; AID 2606; in the data active = inhibition above about 38%;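 also: extracellular domain of Rv3671c used as enzyme; 0% = enzyme with DMSO and 100% = no enzyme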
Target sequence (P9WHR9 whole entry, looked up, the tested form may be a part): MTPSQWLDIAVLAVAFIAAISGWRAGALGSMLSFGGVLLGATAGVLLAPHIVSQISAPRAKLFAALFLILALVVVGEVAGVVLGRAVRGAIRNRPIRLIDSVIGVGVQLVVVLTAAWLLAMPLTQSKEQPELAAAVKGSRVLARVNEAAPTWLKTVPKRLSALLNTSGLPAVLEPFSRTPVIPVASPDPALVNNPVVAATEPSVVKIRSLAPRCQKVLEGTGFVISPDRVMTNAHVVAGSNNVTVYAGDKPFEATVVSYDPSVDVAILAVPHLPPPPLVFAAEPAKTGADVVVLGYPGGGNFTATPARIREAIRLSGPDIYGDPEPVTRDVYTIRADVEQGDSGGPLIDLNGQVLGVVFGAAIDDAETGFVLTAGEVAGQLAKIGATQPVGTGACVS
MazEF act: activators of E. coli MazEF toxin-antitoxin RNase; 350,000 compounds, 0.32% hits; AID 504720; FAM/BHQ RNA-DNA oligo cleavage fluorescence, 5 h; P0AE70; activation, % at 20 µM; in the data active = activation above about 50%
Target sequence (P0AE70 whole entry, looked up): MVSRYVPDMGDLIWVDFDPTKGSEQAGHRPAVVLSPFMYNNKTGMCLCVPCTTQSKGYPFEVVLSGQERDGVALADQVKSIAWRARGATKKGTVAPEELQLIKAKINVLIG
FadD28 FP inh: blocks FadD28 binding to the bisubstrate probe; AID 588549; fluorescence polarization; 360,000 compounds, 0.22% hits; inhibition, % at 12.5 µM; in the data active = inhibition above about 8.5%, passing the limit was not always enough; inconclusive = no clear call, values can overlap the other calls
Mtb UGM inh: inhibitors of M. tuberculosis UDP-galactopyranose mutase. 320,000 compounds, 0.06% hits. inhibition, % at 10 µM. P9WIQ1. purified UGM, fluorescence polarization probe displacement. AID 504406; in the data active = inhibition above about 10%, passing the limit was not always enough; inconclusive = no clear call, values can overlap the other calls
Target sequence (P9WIQ1 whole entry, looked up): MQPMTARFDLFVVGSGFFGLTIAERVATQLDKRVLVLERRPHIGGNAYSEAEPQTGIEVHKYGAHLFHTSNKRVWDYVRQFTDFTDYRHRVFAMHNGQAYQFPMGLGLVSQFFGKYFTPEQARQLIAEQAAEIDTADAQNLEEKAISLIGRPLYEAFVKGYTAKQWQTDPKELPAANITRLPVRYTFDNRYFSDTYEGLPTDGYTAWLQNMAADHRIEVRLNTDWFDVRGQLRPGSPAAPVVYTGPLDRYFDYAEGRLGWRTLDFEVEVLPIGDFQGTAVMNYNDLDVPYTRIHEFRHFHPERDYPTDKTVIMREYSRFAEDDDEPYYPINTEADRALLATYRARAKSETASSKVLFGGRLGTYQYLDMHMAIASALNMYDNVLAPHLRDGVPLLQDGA
BoNT-F LC inh: blocks Botulinum neurotoxin F light chain protease; inhibition, % at 10 µM; 360,000 compounds, 0.22% hits; Multiplex microsphere protease cleavage assay, flow cytometry; in the data active = inhibition above about 35%, passing the limit was not always enough; inconclusive = no clear call, values can overlap the other calls; also: plate controls were buffer without enzyme for full effect and enzyme alone for no effect
FBA Mtb inh: inhibitors of M. tuberculosis fructose-bisphosphate aldolase. inhibition, % at 1 µM. 360,000 compounds, 2.3% hits. AID 588726. purified M. tuberculosis FBA, fluorescence read-out. P9WQA3; in the data active = inhibition above about 27%;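 also: 0% = vehicle and 100% = reference inhibitor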
GDH-TPI inh: counter-screen for M. tuberculosis FBA inhibitors: GDH-TPI coupled enzymes; inhibition, % at 4.8 µM; 360,000 compounds, 1.2% hits; GDH-TPI coupled enzyme counterscreen, NADH absorbance; in the data active = inhibition above about 30%;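 also: 0% = DMSO wells and 100% = wells lacking the enzyme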
BioA inh: BioA (M. tuberculosis) enzyme inhibition. purified M. tuberculosis BioA enzyme, plate reader. inhibition, % at 9.99 µM. 360,000 compounds, 0.096% hits; in the data active = inhibition above about 40%; inconclusive = no clear call, values can overlap the other calls
PrPC surface inh: reduces human prion protein on the cell surface | AID 720596 | P04156 | 370,000 compounds, 0.43% hits | inhibition, % at 13.8 µM | cell surface PrPC, TR-FRET read-out; in the data active = inhibition above about 24%; also: 0% = median of the test wells and 100% = reference compound wells
Starred values were filed as active, the others as inactive; ? = inconclusive; . = not tested or not shown.

SMILES	Rv3671c protease	MazEF act	FadD28 FP inh	Mtb UGM inh	BoNT-F LC inh	FBA Mtb inh	GDH-TPI inh	BioA inh	PrPC surface inh
Fc1cccc(Nc2c3c(nc4ccccc24)CCC3)c1	-5.5	-9.5	-4.2	2.6	9.5	2.9	15.2	.	15.6
CS(=O)(=O)N1CCN(c2ccccc2NC(=O)c2cccs2)CC1	7.2	-0.7	-4.3	2.0	-6.1	-1.2	-2.9	1.8	-3.9
COc1ccc(-c2nc(SC(C)C(=O)NCC3CCCO3)n[nH]2)cc1 (stereo unspecified)	-0.4	6.1	-2.4	-0.9	7.7	0.0	6.0	0.0	10.7
O=C(NCC1CCCO1)C1CCCN(S(=O)(=O)c2cccc(C(F)(F)F)c2)C1 (stereo unspecified)	-5.0	4.7	-0.7	-1.8	-21.1	-0.9	-8.2	-2.7	-2.4
CC(=O)Nc1ccc(OC(=O)c2ccccc2N)cc1	-5.8	0.9	-2.5	-2.8	2.8	21.1	10.6	-0.1	-0.3
CSc1sc(-c2ccnc(SCCS(C)(=O)=O)n2)c(-c2ccccc2)c1C#N	-2.4	-12.5	0.0	-1.0	5.6	7.9	2.4	.	-6.2
COCOCCn1cc(CN2CCS(=O)(=O)N(Cc3ccc(-c4ccc(Cl)cc4)cc3)C(C(C)C)C2=O)nn1 (stereo unspecified)	.	3.1	-5.1	.	-0.5	-2.1	6.2	.	4.7
CCc1nc2nc(C)c(NS(=O)(=O)c3ccc(C4CCCCC4)cc3)c(=O)n2[nH]1	0.4	1.2	0.3	2.2	-18.5	1.7	-2.2	-0.3	2.6
COc1cccc(OCC(=O)NNC(=O)c2cnccn2)c1	-0.8	7.0	-0.8	1.2	1.9	11.8	12.2	.	-0.2
O=C(O)c1cc(O)c2c(c1)C(=O)c1cc(O)cc(O)c1C2=O	10.9	1.2	13.4*	2.7	8.2	-2.0	18.8	3.6	-27.6
C/C(=N/NC(=O)CNC(=O)c1ccccc1)c1ccc(C)cc1	-1.2	-1.3	-2.2	3.6	0.1	-5.7	-0.4	.	-4.6
CC(=Nc1ccccc1)c1sc2ccccc2c1O	-4.9	2.4	2.8	-1.8	-9.6	-4.3	7.9	3.0	-9.4
O=S1(=O)CC(N2CCC(Cc3ccccc3)CC2)CN1C1CCCC1 (stereo unspecified)	.	.	-3.8	.	0.6	-0.6	.	1.9	-3.7
O=C(Nc1cccc2cccnc12)C1CCCC1	6.2	1.4	-1.7	.	-10.7	-0.1	11.1	-0.2	-6.3
O=C(COc1ccc(Cl)cc1)Nc1nc(-c2ccc(S(=O)(=O)N3CCOCC3)cc2)cs1	-63.9	-8.5	-1.5	4.2	-0.1	3.0	5.3	-1.4	3.9

Sorted by number of heavy atoms (largest number first): some entries from above
SMILES	Rv3671c protease	MazEF act	FadD28 FP inh	Mtb UGM inh	BoNT-F LC inh	FBA Mtb inh	GDH-TPI inh	BioA inh	PrPC surface inh
CSc1sc(-c2ccnc(SCCS(C)(=O)=O)n2)c(-c2ccccc2)c1C#N	-2.4	-12.5	0.0	-1.0	5.6	7.9	2.4	.	-6.2
COc1ccc(-c2nc(SC(C)C(=O)NCC3CCCO3)n[nH]2)cc1 (stereo unspecified)	-0.4	6.1	-2.4	-0.9	7.7	0.0	6.0	0.0	10.7
C/C(=N/NC(=O)CNC(=O)c1ccccc1)c1ccc(C)cc1	-1.2	-1.3	-2.2	3.6	0.1	-5.7	-0.4	.	-4.6
O=C(O)c1cc(O)c2c(c1)C(=O)c1cc(O)cc(O)c1C2=O	10.9	1.2	13.4*	2.7	8.2	-2.0	18.8	3.6	-27.6
CC(=Nc1ccccc1)c1sc2ccccc2c1O	-4.9	2.4	2.8	-1.8	-9.6	-4.3	7.9	3.0	-9.4

Pulled by compound from the list above:
SMILES	Rv3671c protease	MazEF act	FadD28 FP inh	Mtb UGM inh	BoNT-F LC inh	FBA Mtb inh	GDH-TPI inh	BioA inh	PrPC surface inh
O=C(Nc1cccc2cccnc12)C1CCCC1	6.2	1.4	-1.7	.	-10.7	-0.1	11.1	-0.2	-6.3
O=C(COc1ccc(Cl)cc1)Nc1nc(-c2ccc(S(=O)(=O)N3CCOCC3)cc2)cs1	-63.9	-8.5	-1.5	4.2	-0.1	3.0	5.3	-1.4	3.9
Fc1cccc(Nc2c3c(nc4ccccc24)CCC3)c1	-5.5	-9.5	-4.2	2.6	9.5	2.9	15.2	.	15.6

New compounds follow:
SMILES	Rv3671c protease	MazEF act	FadD28 FP inh	Mtb UGM inh	BoNT-F LC inh	FBA Mtb inh	GDH-TPI inh	BioA inh	PrPC surface inh
O=C(COC(=O)CSc1ccc([N+](=O)[O-])cc1)NCC1CCCO1 (stereo unspecified)	.	6.5	-0.4	1.5	-4.4	-0.6	12.5	2.3	-14.7
Cn1c(SCC(=O)Nc2ccc(Cl)cc2)nc(O)cc1=O	2.0	10.3	-2.1	1.5	?	-3.0	4.4	-0.4	4.2
COC(=O)[C@@]1(Cc2ccccc2)[C@H]2C(=O)N(C)C(=O)[C@H]2[C@H]2CN=C(SCC3CC3)N21	.	-8.4	1.4	.	-0.9	-1.8	1.0	-0.2	4.9
Cn1c(=O)c2c(ncn2CC(=O)N2CCN(c3cccc(Cl)c3)CC2)n(C)c1=O	-5.3	4.0	-1.3	3.4	3.0	-0.7	3.0	0.7	1.8
O=C(Nc1cccc(S(=O)(=O)NC2=NCCCCC2)c1)c1cc(-c2ccc(Cl)cc2)nc2ccccc12	-105.8	0.0	-0.2	1.3	4.2	1.0	10.5	.	5.8
O=C(N/N=C/c1ccc(Br)o1)c1cc([N+](=O)[O-])cc([N+](=O)[O-])c1	1.0	5.4	-3.0	0.5	-8.4	0.8	16.1	.	-17.1
c1ccc(Nc2nc(NCCN3CCOCC3)nc(Nc3ccccc3)n2)cc1	-9.5	5.2	-3.7	1.6	4.9	3.0	9.6	-0.9	-6.0
CCCNC(=O)C1(C)CCCN(Cc2ccc(-c3ccccc3)cc2)C1 (stereo unspecified)	.	.	-0.7	.	3.7	1.4	-14.6	2.2	-0.1
CC12CN3CC(C)(CN(C1)C3c1ccc(Br)cc1)C2=O (stereo unspecified)	1.2	4.0	-4.6	2.9	5.4	-3.1	2.0	-1.9	-0.7
O=C(c1ccc(Cl)c([N+](=O)[O-])c1)N1CCN(C(=O)c2ccco2)CC1	-11.7	-0.6	1.4	-0.3	-4.7	1.8	-2.7	.	-18.4
CC(=O)NS(=O)(=O)c1ccc(NC(=O)C2C3C=CC(C3)C2C(=O)O)cc1 (stereo unspecified)	0.6	2.7	1.1	-0.6	-3.9	-2.8	6.2	.	3.4
O=C(COC(=O)CNS(=O)(=O)c1c(F)cccc1F)NC(=O)NC1CCCCC1	4.2	3.8	-2.5	-0.1	3.5	-0.3	-2.1	-1.4	-4.2
CC(O)(c1cccc(F)c1)c1nc(-c2csc3ccccc23)cs1 (stereo unspecified)	.	.	-2.6	.	-1.1	-2.2	-0.9	-0.3	6.3
O=C(Nc1ccccc1C(F)(F)F)c1cnccn1	-4.5	-1.8	1.5	-1.1	13.2	3.1	0.4	-1.2	-0.6
O=C(NC1CCCCC1)C(c1cccs1)N(CCCN1CCOCC1)C(=O)c1ccc(-c2ccccc2)[nH]1 (stereo unspecified)	-7.9	7.4	-1.6	-0.3	-10.4	0.7	2.2	.	-10.4

Brought forward from above: four compounds; new compounds follow.
SMILES	Rv3671c protease	MazEF act	FadD28 FP inh	Mtb UGM inh	BoNT-F LC inh	FBA Mtb inh	GDH-TPI inh	BioA inh	PrPC surface inh
O=C(COC(=O)CNS(=O)(=O)c1c(F)cccc1F)NC(=O)NC1CCCCC1	4.2	3.8	-2.5	-0.1	3.5	-0.3	-2.1	-1.4	-4.2
CC(O)(c1cccc(F)c1)c1nc(-c2csc3ccccc23)cs1 (stereo unspecified)	.	.	-2.6	.	-1.1	-2.2	-0.9	-0.3	6.3
O=C(Nc1ccccc1C(F)(F)F)c1cnccn1	-4.5	-1.8	1.5	-1.1	13.2	3.1	0.4	-1.2	-0.6
O=C(NC1CCCCC1)C(c1cccs1)N(CCCN1CCOCC1)C(=O)c1ccc(-c2ccccc2)[nH]1 (stereo unspecified)	-7.9	7.4	-1.6	-0.3	-10.4	0.7	2.2	.	-10.4
CCC1C(=O)NCCN1C(=O)c1cc(COc2cc(C)ccc2C)on1 (stereo unspecified)	3.8	-4.6	-3.8	-0.2	4.1	-1.6	-2.6	8.5	1.2
O=C1C2CCCN2C(c2ccc(Cl)cc2)N1c1nccs1 (stereo unspecified)	-1.7	-3.7	-2.3	1.5	-6.5	-0.1	-2.2	.	-2.9
CCn1c(SCC(=O)NC2CC2)nnc1-c1cccc(OC)c1	7.3	3.9	-0.6	-1.7	-7.4	1.7	2.8	-1.2	0.7
COc1ccc(C(=O)NCC(=O)NC2=NCCS2)cc1	-2.0	5.3	-3.6	-1.4	-3.6	-1.8	8.6	-1.2	-4.1
CCSc1nnc(-c2ccc(S(=O)(=O)NCc3cccs3)cc2)o1	6.0	-6.9	-3.5	-2.1	-3.7	3.7	4.9	-2.4	.
O=C(O)c1cccc(-c2csc(C(O)c3ccccc3)n2)c1 (stereo unspecified)	.	.	-1.8	.	-0.9	1.8	7.1	1.5	-2.6
CCC(C)NC(=O)Nc1ccccc1C (stereo unspecified)	3.1	-1.0	-1.1	0.3	.	-1.5	1.4	-1.1	-4.1
COCC(C)n1c(SCC(=O)N2CCCCC2)nc2ccccc2c1=O (stereo unspecified)	-1.6	3.6	-0.7	0.1	6.9	3.1	18.6	1.2	5.0
CC(C)Nc1nc(Cl)nc(Nc2ccccc2)n1	-2.0	11.8	-2.2	-2.5	9.1	-5.1	12.4	0.5	6.0
Cn1c(=O)c2[nH]c(=S)n(Cc3ccccc3)c2n(C)c1=O	.	5.4	0.2	.	3.1	-2.3	10.6	.	-8.8
CC(C)CNS(=O)(=O)c1ccc(S(=O)(=O)N2CCC3(CC2)OCCO3)cc1	-10.0	5.4	-1.9	0.3	-9.6	3.3	0.0	0.3	5.7
CCCCc1cc(=O)oc2cc(OCC(=O)N3CCOCC3)ccc12	-3.6	3.8	-1.5	-1.6	0.7	29.6*	16.1	2.8	-0.3
CCc1cc(C(=O)N2CCN(c3ccccc3OC)CC2)sc1C	9.1	9.0	-0.7	-1.1	-28.3	-1.9	-5.9	0.6	-2.0
Cc1ccc(N2C(=O)NC(NS(=O)(=O)c3ccc(C)cc3)(C(F)(F)F)C2=O)cc1 (stereo unspecified)	-2.6	4.4	0.4	-0.1	-2.1	-0.4	-0.8	-1.1	6.1
CCc1ccc2[nH]c(=O)c(CN(Cc3ccccc3OC)C(=O)Nc3ccccc3OC)cc2c1	0.6	0.8	-2.1	-2.0	1.1	0.1	13.6	-0.7	2.5
Cc1cc(N2CCN(c3ccccn3)CC2)n2nc(C)nc2n1	9.8	-7.0	0.0	-4.2	-30.1	4.9	3.8	4.2	-4.9
C=C1CCN([C@@H](Cc2ccccc2)C(=O)NCCCc2ccccc2)S(=O)(=O)c2ccccc21	-9.5	-5.0	-2.8	-1.1	1.8	0.7	9.5	-0.7	4.7
COC(CNC(=S)Nc1ccc([N+](=O)[O-])cc1)OC	0.7	4.3	-2.0	-2.6	-0.8	-0.2	19.2	.	-21.0
O=C(CN1CCN(c2ccccc2F)CC1)c1ccc(O)c(O)c1	.	-16.5	-0.2	-1.7	-5.0	-1.2	9.7	-1.3	-3.0
COC(=O)c1cc(OC)c(OC)cc1NC(=O)CN1C(=O)c2ccccc2C1=O	-1.1	8.3	0.2	1.1	-5.9	1.0	0.3	-0.5	4.0
O=C(CSc1nc2c(cnn2-c2ccccc2)c(=O)[nH]1)N1CCOCC1	-6.0	5.8	-3.9	-1.4	-5.9	-6.0	-3.0	0.1	-5.0
CCOc1ncccc1C(=O)OCC(=O)c1c[nH]c2ccccc12	2.2	-1.2	-1.8	-1.3	-0.1	-0.6	4.2	8.3	-2.3
CC(C)CCN1CCN(Cc2nc3ccccc3s2)CC1CCO (stereo unspecified)	4.8	-4.0	-1.1	-0.5	4.5	0.5	2.6	1.1	-1.1
O=C(COc1ccccc1N1C(=O)C2C3C=CC(C3)C2C1=O)c1ccccc1 (stereo unspecified)	-0.9	0.6	-3.2	-3.3	-2.3	-1.0	7.1	.	6.8
Cc1ccc(S(=O)(=O)N(C)C)cc1NC(=O)Cn1c(CN2CCOCC2)nc2ccccc2c1=O	-4.3	5.7	-0.3	0.9	-1.5	2.1	-3.1	.	1.2
